# TCR-CD3 inh – human TCR-CD3 binding inhibition; inhibition, % at 9.4 µM; 360,000 tested, 0.37% active; TAMRA-labeled TCR probe fluorescence, biochemical; in the data active means inhibition above about 19%;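 further: recombinant mutant TCR 2C K166C tagged with TAMRA read by polarization; 0% = receptor in buffer alone and 100% = receptor with positive control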
# NPR1 activator – GC-A (human) enzyme activation. P16066. HEK293 GC-A cells, cGMP TR-FRET, EC30 ANP; 0% at EC30 ANP, 100% saturating ANP. activation, % at 10 µM. 370,000 tested, 0.14% active; in the data active means activation above about 40%
# MBD2 inh – inhibitors of human MBD2 binding to methylated oligonucleotide. Q9UBB5. TR-FRET. inhibition, % at 4.4 µM. 370,000 tested, 0.31% active. AID 686964; in the data active means inhibition above about 13%
# Target sequence (Q9UBB5 whole entry, looked up): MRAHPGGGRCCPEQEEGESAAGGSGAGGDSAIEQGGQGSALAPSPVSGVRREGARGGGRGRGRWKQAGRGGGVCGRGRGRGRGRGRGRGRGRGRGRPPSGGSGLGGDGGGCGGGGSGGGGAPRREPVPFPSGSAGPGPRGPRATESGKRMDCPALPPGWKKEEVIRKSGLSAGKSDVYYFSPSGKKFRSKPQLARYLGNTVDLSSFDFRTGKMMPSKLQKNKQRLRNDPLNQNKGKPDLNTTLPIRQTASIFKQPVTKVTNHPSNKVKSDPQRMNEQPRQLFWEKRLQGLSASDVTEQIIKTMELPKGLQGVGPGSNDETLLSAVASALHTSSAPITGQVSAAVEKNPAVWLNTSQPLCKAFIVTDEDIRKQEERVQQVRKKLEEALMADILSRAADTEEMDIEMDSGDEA
# NPR2 activator – GC-B (human) receptor activation; P20594; HEK293-GC-B cells, CNP EC30, cGMP TR-FRET; 0% at EC30 CNP, 100% saturating CNP; activation, % at 10 µM; 370,000 tested, 0.11% active; AID 1920062;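 active means activation at 10 µM reaching about 35% in either raw or pattern-adjusted values, limit read from the data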
# rCAG binder – r(CAG) repeat RNA binding; TO-PRO-1 dye displacement fluorescence; 370,000 tested, 1.3% active; inhibition, % at 3 µM;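 active means inhibition above the plate cutoff, the mean of all test compounds on that plate plus 3 SD, cut at about 35% in these data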;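 further: 0% = DMSO alone and 100% = 100 µM mitoxantrone as full dye displacement; higher means more dye released from RNA so lower well fluorescence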
# SIAE inh – inhibitors of human sialic acid acetylesterase SIAE; 370,000 tested, 0.69% active; inhibition, % at 9.66 µM; SIAE FP-Rh probe binding, fluorescence polarization; Q9HAT2;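 active means inhibition above a cutoff: mean of compounds within the control limits plus 3 SD of those, cut at about 17% in these data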;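 further: 0% = plate median of compound wells and 100% = probe without SIAE protein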
# Target sequence (Q9HAT2 whole entry, looked up): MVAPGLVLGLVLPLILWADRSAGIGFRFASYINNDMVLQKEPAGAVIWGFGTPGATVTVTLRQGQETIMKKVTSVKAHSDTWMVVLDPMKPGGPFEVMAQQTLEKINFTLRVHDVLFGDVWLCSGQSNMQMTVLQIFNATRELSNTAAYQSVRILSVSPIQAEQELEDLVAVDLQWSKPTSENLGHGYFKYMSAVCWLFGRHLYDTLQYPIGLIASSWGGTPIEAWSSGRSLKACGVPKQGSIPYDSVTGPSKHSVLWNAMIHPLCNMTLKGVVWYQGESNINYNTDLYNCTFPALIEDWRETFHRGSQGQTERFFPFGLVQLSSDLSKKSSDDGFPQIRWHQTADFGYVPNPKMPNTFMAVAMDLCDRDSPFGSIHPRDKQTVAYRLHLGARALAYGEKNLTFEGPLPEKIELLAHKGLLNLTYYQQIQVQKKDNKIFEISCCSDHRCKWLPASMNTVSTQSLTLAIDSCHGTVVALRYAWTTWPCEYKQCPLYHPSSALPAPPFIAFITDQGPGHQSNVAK
# mABHD4 FP – inhibits mouse alpha/beta hydrolase domain 4. purified mABHD4, FP-Rh probe fluorescence polarization. inhibition, % at 8.92 µM. 370,000 tested, 0.54% active;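 active means inhibition exceeding the mean over every tested compound plus 3 SD, cut at about 30% in these data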;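 further: 0% = plate median of compound wells and 100% = S159A mutant with DMSO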
#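 Test system: mouse ABHD4 enzyme, wild type. Reagent: FP-Rh fluorescent activity-based probe, added after compound pre-incubation. Timing: pre-incubation 45 min, probe exposure 60 min, at 25 °C. Technique: FP readout, ex 525 nm / em 598 nm. Benchmarks: high control S159A mutant with DMSO, low control median of compound wells.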
# PRMT1 FP inh – inhibitors of human PRMT1 | inhibition, % at 2.79 µM | Q99873 | 370,000 tested, 1.3% active | recombinant PRMT1, activity-based probe fluorescence polarization | AID 652257;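 active means inhibition above about 21% made by adding two undisclosed values, limit read from the data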
# HTRA1 inhibitor – HTRA1 (human) protease inhibition | inhibition, % at 5.96 µM | 340,000 tested, 0.5% active | recombinant HTRA1, FP-rhodamine activity-based probe, fluorescence polarization | Q92743; in the data active means inhibition above about 36%;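 further: 0% = enzyme with DMSO and 100% = wells lacking enzyme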
# UHRF1 binding – blocks human UHRF1 binding to methylated DNA; Q96T88; UHRF1 binding to methylated oligo, TR-FRET; 370,000 tested, 0.75% active; inhibition, % at 4.4 µM; AID 687016; in the data active means inhibition above about 21%;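 further: UHRF1 SRA domain binding a hemimethylated CpG hairpin DNA probe; 0% = median of test compound wells and 100% = reference inhibitor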
# Active calls of the source: *; nt = not tested or not shown. Some of the compounds tested, so the mix of outcomes need not match the whole.
entry	mol	MBD2 inh	mABHD4 FP	HTRA1 inhibitor	NPR1 activator	PRMT1 FP inh	rCAG binder	TCR-CD3 inh	UHRF1 binding	SIAE inh	NPR2 activator
1	COc1ccc(/C=C2/C(=O)NC(=O)N(c3ccc(C)c(C)c3)C2=O)cc1CN1C(=O)c2ccccc2C1=O	-5	0	-2	-6	9	8	-11	0	-1	2
2	Cn1cc(Br)c(C(=O)Nc2ccc3c(C(F)(F)F)cc(=O)oc3c2)n1	-5	0	5	-4	-1	1	-5	2	-2	3
3	O=C(NCCN1CCC2(CC1)C(=O)NCN2c1ccccc1)c1ccc(Cl)cc1	-9	7	nt	-5	-2	1	6	-3	6	-1
4	CCOc1cccc(=NC2CCCCC2)c2c(C)n(C)c(C)c12	2	14	nt	-4	47*	-1	4	0	7	-11
5	COC(=O)C(C)Oc1cc(C)cc2oc(=O)c3c(c12)CCC3 (stereo not drawn)	-9	-5	-9	5	0	2	6	4	0	13
6	N#CC1(c2ccccc2)CCN(C2CC(=O)N(c3ccc(F)cc3)C2=O)CC1 (stereo not drawn)	1	-9	-5	-2	3	-3	12	-2	-2	1
7	C[C@]12CCC3C(CC[C@H]4C[C@H](O)CC[C@]34C)C1C[C@H](O)[C@H]2O (stereo partly drawn)	0	-3	3	0	-1	-2	-6	3	2	-1
8	CCOC(=O)CNC(=O)N1Cc2cc(N3CCOCC3)ccc2-n2nncc2C1	-3	-1	nt	2	-2	3	3	0	1	1
9	CCCCn1c(O)c(C(CC)=NCc2ccc(F)cc2)c(=O)[nH]c1=O	-2	-2	-10	0	2	-8	3	-3	2	0
10	CCOC(=O)C(O)(c1ccc(NC(=O)c2ccc(Cl)c(Cl)c2)cc1)C(F)(F)F (stereo not drawn)	2	-30	-49	-1	-2	-2	0	3	-30	-6
11	COc1ccc(O)c(CN2CCCC(C(=O)c3sccc3C)C2)c1 (stereo not drawn)	1	0	-4	-6	4	0	3	3	1	-6
12	CC(C)(C)n1nnnc1C(c1ccnc2ccccc12)N1CCC2(CC1)C(=O)NCN2c1ccccc1 (stereo not drawn)	2	-2	nt	-4	0	4	1	-4	15	-1
13	O=C(c1cccc(C(F)(F)F)c1)C1CCCN(Cc2ncc[nH]2)C1 (stereo not drawn)	3	4	nt	3	2	-6	1	3	-7	0
14	COc1ccc(CC2C(=O)N(C)C(=O)N(C)C2=O)c(OC)c1	3	5	7	1	3	-2	-2	-4	15	5
15	NS(=O)(=O)OC(CCc1ccccc1)C(Cl)(Cl)Cl (stereo not drawn)	-4	1	-10	-3	0	0	4	-1	0	-4
16	CSCCC(N=Cc1c(O)n(-c2ccc(F)cc2)c(=O)[nH]c1=O)C(=O)OC(C)(C)C (stereo not drawn)	-4	5	1	2	0	-9	-3	1	2	-3
17	CCCCNS(=O)(=O)c1ccc(OCC(=O)N2CCN(Cc3ccc4c(c3)OCO4)CC2)cc1	1	5	-8	0	1	-6	-8	3	-5	2
18	CNCCCc1ccccc1	2	0	8	0	-3	0	4	-1	1	-2
19	COc1ccc(-n2nnnc2C(c2ccnc3ccccc23)N2CCC(n3c(=O)[nH]c4ccccc43)CC2)cc1 (stereo not drawn)	1	3	nt	-4	-2	6	0	0	-2	-16
20	COc1cc([C@@H]2c3cc4c(cc3[C@@H](OC)[C@H]3COC(=O)[C@H]23)OCO4)cc(OC)c1O	0	6	-2	-4	-2	-5	-1	-3	16	-8
21	COc1ccc2c(c1OC)C(=O)O[C@H]2[C@@H]1c2cc3c(cc2CCN1C)OCO3	-2	2	1	-3	-2	-1	7	0	2	-4
22	Cc1nn(CC(C)C)c(Cl)c1C(=O)NC1CCCCC1	3	1	-6	0	0	-10	7	-1	7	1
23	COc1ccccc1NC1=NCCS1	0	6	1	-2	0	-1	-2	1	1	4
24	NCCNc1ccc([N+](=O)[O-])c2cccnc12	-19	5	-5	-14	-3	12	-3	-25	2	-9
25	CC1C(=O)OC2CCN3CC4OC4(COC(=O)C(C)(O)C1(C)O)C23 (stereo not drawn)	-3	0	3	2	1	3	-2	1	2	1

# Three of the compounds above, with one line to a screen.
12	CC(C)(C)n1nnnc1C(c1ccnc2ccccc12)N1CCC2(CC1)C(=O)NCN2c1ccccc1 (stereo not drawn)
13	O=C(c1cccc(C(F)(F)F)c1)C1CCCN(Cc2ncc[nH]2)C1 (stereo not drawn)
14	COc1ccc(CC2C(=O)N(C)C(=O)N(C)C2=O)c(OC)c1
Compound	12	13	14
MBD2 inh	2	3	3
mABHD4 FP	-2	4	5
HTRA1 inhibitor	nt	nt	7
NPR1 activator	-4	3	1
PRMT1 FP inh	0	2	3
rCAG binder	4	-6	-2
TCR-CD3 inh	1	1	-2
UHRF1 binding	-4	3	-4
SIAE inh	15	-7	15
NPR2 activator	-1	0	5

# (list continues)
entry	mol	MBD2 inh	mABHD4 FP	HTRA1 inhibitor	NPR1 activator	PRMT1 FP inh	rCAG binder	TCR-CD3 inh	UHRF1 binding	SIAE inh	NPR2 activator
26	COc1ccc2c(c1O)C13CCN(C)C(C2)C1CCC(=O)C3 (stereo not drawn)	1	2	nt	3	-2	-1	3	3	1	5
27	Cc1ccccc1NS(=O)(=O)c1ccc(OCC(=O)N2CCN(C)CC2)cc1	-3	1	2	4	-3	-4	1	-1	6	1
28	CO[C@H]1C=C2CCN(C)[C@H]2C2c3cc4c(cc3C(=O)O[C@@H]21)OCO4 (stereo partly drawn)	8	-11	2	-4	2	0	4	4	-2	0
29	CSc1ncc(CN2CCCC(C(=O)c3ccccc3SC)C2)cn1 (stereo not drawn)	-4	5	1	0	-1	-3	-1	0	3	-2
30	Cc1ccc(-c2cc(-c3ccccc3)cc(-c3ccccc3)[n+]2-c2ccc(C(=O)O)cc2)cc1	2	-4	8	1	-2	-8	7	1	-1	2
31	Cn1cc(C=O)c2nccnc21	7	-16	4	-4	4	2	-9	-1	-2	0
32	O=C(COC(=O)Cc1ccccc1)Nc1ncc(Cl)cc1Cl	-4	1	4	1	-2	-2	-2	-1	7	5
33	Cc1ccccc1NC1=NCC(C)S1 (stereo not drawn)	2	5	-1	2	-2	0	-2	0	8	1
34	CN1OC[C@@H]2CN[C@H](c3ccc(Br)cc3)C[C@@H]21	-1	10	-3	1	1	4	5	-2	-7	0
35	CCN1CCN(C(=O)COc2ccc(S(=O)(=O)N3CCOCC3)cc2C)CC1	1	3	2	-1	-7	-7	1	1	12	1
36	CN(C(=O)Oc1cccc2ccccc12)C1C=CCC1 (stereo not drawn)	-9	0	-1	-2	-6	-1	1	-2	8	-2
37	CC(C)C[C@@H]1COc2cccc(N3CCN(C)CC3)c2S(=O)(=O)N1	-4	-4	nt	4	-2	1	0	-1	2	2
38	COC(=O)C1=C(c2ccc(-c3ccccc3)c(F)c2)C[C@@H]2CC[C@H]1N2C(=O)N1CCc2cc(OC)c(OC)cc2C1	-3	-5	-31	-3	-1	4	8	-1	-10	-9
39	Cc1ccccc1CN1CCN(c2ccc(Cl)cc2)CC1	-2	4	-4	-2	-1	-4	-1	-3	-2	-1
40	Cc1ccc(-n2c(-c3ccc([N+](=O)[O-])cc3)nc3ccccc3c2=O)cc1	0	0	-8	-5	0	-5	7	-1	-10	0
41	COc1ccc(Oc2cc(NC(=O)c3nn(C)cc3[N+](=O)[O-])cc([N+](=O)[O-])c2)cc1	1	-24	-56	5	1	25	-6	2	-14	3
42	CC[C@@H](O)C[C@H]1CCC[C@@]2(C[C@@H]3OC(=O)/C=C/[C@@](C)(O)[C@@H](O)[C@H](C)[C@@H](O)[C@H](OC4CCC(N(C)C)C(C)O4)[C@@H](O)[C@](C)(O)CCCCC/C=C/[C@@H]4CC(C)(C)O[C@@]4(O)C[C@H](O2)[C@H]3C)O1 (stereo partly drawn)	-8	1	1	-1	-3	5	-1	0	1	0
43	Cc1nn(-c2ccccc2)c2c1C(c1ccc3c(c1)OCO3)SCC(=O)N2 (stereo not drawn)	4	3	-4	2	10	-4	1	3	7	5
44	O=C(c1c[nH]cc1-c1ccccc1)c1cccc2ccccc12	0	-13	-26	-5	2	10	4	4	-3	2
45	O=C(c1ccccc1)C(CN1CCCC1)c1ccccc1 (stereo not drawn)	0	-5	0	-19	6	1	-4	2	0	-13
46	ClCCN(CCCl)c1ccc(C=NNc2ncccn2)cc1	-6	5	2	-5	0	4	3	-2	4	-3
47	O=C(O)c1ccc(-[n+]2c(-c3ccccc3)cc(-c3ccccc3)cc2-c2ccccc2)cc1	4	3	-1	1	-2	-4	4	4	0	2
48	CSc1nc(Cl)c(Br)c(N2CC2)n1	4	6	0	5	6	2	0	-1	5	2
49	COC(=O)c1ccc(CC(C(=O)c2ccccc2)N(C)C)cc1 (stereo not drawn)	3	-3	-7	3	-3	4	4	0	-2	5
50	CCCC(=O)N(C)C1=Nc2ccc(Cl)cc2C(c2ccccc2)=[N+]([O-])C1	-1	2	-13	-25	-2	-6	4	0	-2	-9
51	O=C1CC(N2CC=C(c3ccc(F)cc3)CC2)C(=O)N1c1ccc(F)cc1 (stereo not drawn)	2	-8	-18	6	8	3	-2	2	0	2
52	Cc1nccc2c1[nH]c1ccccc12	1	-7	4	3	0	-1	-1	-8	-1	2
53	O=C(CN1CC(c2ccccc2)CC1=O)Nc1ccc(F)cc1 (stereo not drawn)	-3	-3	-2	2	2	-1	-5	-1	1	0
54	C[C@@H]1CNCCN1c1ccc(N2CC[C@H](O)C2)c(C#N)c1	-2	5	nt	-2	0	2	3	-4	8	1
55	CC1([N+](=O)[O-])COP(=O)(Nc2ccc(F)cc2)OC1 (stereo not drawn)	2	0	-1	4	0	-1	-2	0	-1	1
56	COc1ccc(OC)c(CN2CCN(C(=O)Cc3ccccc3)CC2)c1	2	8	-2	-2	1	-11	-3	4	0	6
57	CSc1nc2ccccc2c(=O)n1-c1cccnc1	4	7	4	-4	-7	-2	-1	-1	-4	0
58	CCCC(=O)C1C(=O)NC(=O)NC1=O	3	-4	1	-3	10	0	-3	-3	2	6
59	COc1ccc(-n2c(O)c(C(C)=NCc3ccco3)c(=O)[nH]c2=O)cc1	6	4	8	2	4	0	2	3	-10	1
60	O=C1N(c2ccccc2)C(c2cccnc2)N2CCCN12 (stereo not drawn)	6	-2	-3	0	2	-3	4	2	0	1
61	CCCCCCCC(=O)NC(Oc1ccccc1[N+](=O)[O-])C(Cl)(Cl)Cl (stereo not drawn)	1	-7	-3	-4	-2	-4	5	-1	16	8
62	COC(=O)C1=C(c2ccccc2)C[C@@H]2CC[C@H]1N2C(=O)N1CCOCC1	6	5	-2	1	-3	5	1	4	2	1
63	CCC(=O)c1ccc(OCC(=O)N2CCN(CC(=O)Nc3ccc(C)cc3)CC2)cc1	3	-1	0	0	4	-1	2	2	0	6
64	Nc1ccc(CCN2CCCC2)cc1	1	4	-1	-2	4	4	2	0	3	8
65	O=P1(Nc2cccnc2)COc2ccccc2OC1	4	5	-2	2	1	-3	-2	7	-8	3
66	CON(C)C(=O)Nc1ccc(Cl)cc1	-2	-7	-8	6	0	3	0	-1	2	1
67	O=C1CC(=O)N(c2ccc(Cl)cc2Cl)C(=O)N1	0	-3	-10	-3	2	14	2	-1	-5	6
68	CC(=O)OC1C=CC2[C@H]3Cc4ccc(O)c5c4[C@@]2(CCN3C)C1O5 (stereo partly drawn)	-2	0	-5	5	4	2	-7	4	-2	5
69	COc1ccc2c(c1OC)C(=O)OC2c1c(O)n(C2CCCCC2)c(=O)[nH]c1=O (stereo not drawn)	-3	-6	-1	2	23*	11	-7	-4	4	-2
70	CC(Cc1ccccc1)NCCC(c1ccccc1)c1ccccc1 (stereo not drawn)	9	18	-1	-31	7	7	3	1	-2	-15

# Screens (PubChem)
